Screens deposited in PubChem BioAssay by Broad Institute.
PfHsp90 set2: growth inhibition of PfHsp90-expressing yeast, primary screen, antimalarial PfHsp90 inhibitor project, S. cerevisiae, BacTiter-Glo luminescence, single point, set 2; BacTiter-Glo ATP, 48 h; yeast lacking PDR1 and PDR3 efflux regulators; inhibition, % at 9.4 µM; hit rate 0.32% among 310,000;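 active = every replicate shows inhibition above about 80%, whatever the replicate mean, limit read from the data; inconclusive = mean inhibition reaches the set limit but some replicate falls short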;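 note: 0% = DMSO neutral controls and 100% = 20 µM radicicol positive controls; yeast relying on Plasmodium falciparum Hsp90 in place of its own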
MITF act: activators of MITF-driven TRPM1 promoter reporter, primary screen, cell-based, SK-MEL-5, luciferase, single point; SK-MEL-5 TRPM1-promoter luciferase, 24 h; % of positive control, neutral wells = 0; activation, % at 12.5 µM; hit rate 0.75% among 300,000;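 active = mean activation of at least 80% with every replicate also reaching 80%; inconclusive = mean reaches 80% but some replicate falls short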;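 note: 0% = neutral control wells and 100% = parthenolide positive control wells; values of inactives mirror those of a sister screen read the other way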
NSD2 inh: NSD2 histone methyltransferase inhibitors, primary screen, biochemical, AlphaScreen, single concentration, set 2; hit rate 0.54% among 310,000; NSD2 peptide methylation, 120 min; AID 743445, 2014; inhibition, % at 12.5 µM; in the data active = inhibition above about 50%
SR-BI DiI-HDL act: activators of SR-BI mediated DiI-HDL uptake, primary screen, ldlA[mSR-BI] CHO cells, DiI fluorescence | 3 h; 100 = double the neutral-control signal | activation, % at 12.5 µM | hit rate 0.096% among 320,000;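 active = mean replicate activation of at least 60% and every replicate at or above 60%; inconclusive = mean or all-replicate condition met, but not both; inactive = mean below 60% and not all replicates reaching 60%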;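 note: 0% = median plate neutral-control signal and 100% = twice that signal; values of inactives mirror those of a sister screen read the other way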
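System: LDL receptor-deficient CHO ldlA cells overexpressing murine SR-BI | Timing: 3 h uptake period with compound, 37 °C | Medium: HEPES-buffered (25 mM, pH 7.4) F12 plus 0.5% BSA | Dosing: Single-point compound dose | Signal: Bottom-read fluorescence, 550/595 nm | Read-out: Retained DiI signal reflecting DiI-HDL uptake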
CAL PDZ FP-1: untagged CAL PDZ binding inhibitors, primary screen, biochemical, fluorescence polarization, HTS; Golgi-associated PDZ and coiled-coil motif-containing protein (Homo sapiens), Q9HD26; purified CAL PDZ, TMR-peptide fluorescence polarization, 1 h; inhibition, % at 24.9 µM; hit rate 0.92% among 300,000; AID 602252, 2012;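 active = mean inhibition of at least 30% with at least half of replicates also reaching 30%; inconclusive = no clear call, values can overlap the other calls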;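 note: 0% = DMSO neutral control and 100% = excess unlabeled competitor peptide PRC23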
SR-BI HDL uptake: inhibitors of SR-BI mediated HDL lipid uptake, primary screen, ldlA[mSR-BI] cells, fluorescence, single point; ldlA[mSR-BI] CHO cells, DiI-HDL uptake fluorescence, 3 h; inhibition, % at 12.5 µM; hit rate 0.96% among 320,000; AID 488896, 2010;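 active = mean replicate inhibition of at least 70% and a set share of replicates each scoring 70 or more; inconclusive = meets just one of the two criteria; inactive = fails both criteria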;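 note: 0% = median of neutral control wells and 100% = median of positive control wells; values of inactives mirror those of a sister screen read the other way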
Rtt109 Vps75: inhibitors of C. albicans Rtt109/Vps75 HAT, primary screen, biochemical, ThioGlo CoA-SH fluorescence, plate reader | Histone acetyltransferase RTT109 (Candida albicans (strain SC5314 / ATCC MYA-2876)), … | purified Rtt109/Vps75, 4 h | inhibition, % at 34.9 µM | hit rate 0.16% among 330,000;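 active = inhibition of at least 50% in every replicate; inconclusive = best replicate reaches 50% inhibition but some replicates fall short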
Target sequence (Q5AAJ8 whole entry, looked up): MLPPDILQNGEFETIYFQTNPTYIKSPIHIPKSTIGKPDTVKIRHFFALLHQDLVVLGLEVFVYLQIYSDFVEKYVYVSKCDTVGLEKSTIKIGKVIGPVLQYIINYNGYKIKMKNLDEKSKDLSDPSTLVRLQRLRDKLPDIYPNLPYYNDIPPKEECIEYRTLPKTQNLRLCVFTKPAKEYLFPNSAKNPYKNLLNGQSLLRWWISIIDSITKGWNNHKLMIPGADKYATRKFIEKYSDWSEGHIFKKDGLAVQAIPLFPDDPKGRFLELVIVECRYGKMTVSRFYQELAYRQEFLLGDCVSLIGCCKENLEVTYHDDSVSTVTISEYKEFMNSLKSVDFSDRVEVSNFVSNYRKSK
dFosB activator: activators of delta FosB homodimer, primary screen, biochemical, fluorescence polarization, TAMRA-CDK5 oligo, single point | AID 493131, 2011 | activation, % at 25 µM | purified delta FosB; percent of positive-control signal above neutral wells | hit rate 0.99% among 340,000 | Protein FosB (Mus musculus), P13346;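 active = mean activation above about 17%, with every replicate also reaching it, limit read from the data, passing the limit was not always enough; inconclusive = only one of the two conditions met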;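 note: fluorescence polarization rise as delta FosB binds a TAMRA Cdk5 AP-1 oligo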
Target sequence (P13346 whole entry, looked up): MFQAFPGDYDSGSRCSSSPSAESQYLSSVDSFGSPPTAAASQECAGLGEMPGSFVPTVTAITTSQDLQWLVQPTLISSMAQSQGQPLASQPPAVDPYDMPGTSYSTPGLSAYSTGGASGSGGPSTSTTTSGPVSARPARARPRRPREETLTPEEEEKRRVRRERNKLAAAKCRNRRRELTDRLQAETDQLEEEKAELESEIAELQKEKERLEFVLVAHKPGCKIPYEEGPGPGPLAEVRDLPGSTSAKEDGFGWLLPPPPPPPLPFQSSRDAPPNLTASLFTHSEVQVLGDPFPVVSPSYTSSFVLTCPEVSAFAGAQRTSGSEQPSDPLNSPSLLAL
PvdQ inh: P. aeruginosa PvdQ acylase inhibitors, primary screen, biochemical, fluorescence, plate reader and imaging, single point. PvdQ acylase [Pseudomonas aeruginosa LESB58]. purified PvdQ acylase. inhibition, % at 10 µM. hit rate 0.063% among 340,000; in the data active = inhibition above about 30%, passing the limit was not always enough; inconclusive = no clear call, values can overlap the other calls;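 note: 0% = vehicle neutral wells and 100% = reference inhibitor wells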
CAL PDZ FP-2: CAL PDZ peptide-binding inhibitors, primary screen, biochemical, fluorescence polarization, Cer-tagged CAL PDZ, HTS; purified CAL PDZ, TMR-peptide fluorescence polarization, 1 h; inhibition, % at 20 µM; hit rate 0.02% among 330,000; AID 504414, 2011;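 active = highest replicate inhibition of at least 40%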;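 note: plate controls were DMSO neutral control wells for no effect and unlabeled competitor peptide control wells for full effect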
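System: purified tagged CAL PDZ domain construct (CerCALP). Schedule: 1 h incubation at room temperature before polarization reading. Medium: 25 mM sodium phosphate pH 7.4, 150 mM NaCl, TCEP, IgG, Thesit. Read-out: percent inhibition from loss of millipolarization. Measured by: FP readout, S and P plane fluorescence. Probe or stimulus: fluorescent TMR peptide probe.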
Numbers without * were called inactive; u = inconclusive; x = no result given; & = joins results of further samples. No enrichment for hits. About 4.3% of those tested had a hit in this group.

1: COC(=O)c1c(NC(=S)Nc2ccc(F)cc2[N+](=O)[O-])sc2c1CCCCC2
2: CCc1ccc2c(c1)C(NC(C)=O)C(=O)N2CCN1CCOCC1 (stereo unspecified)
3: COCCCN(C(=O)c1cc2c(s1)CCCCC2)c1c(N)n(Cc2ccccc2)c(=O)[nH]c1=O
4: COc1cccc(CN(C(=O)COc2ccccc2[N+](=O)[O-])C2CCS(=O)(=O)C2)c1 (stereo unspecified)
5: Cc1ccc(/C=N/N2CCN(Cc3ccccc3)CC2)o1
6: CCCOC1CCCN(C(=O)c2cc(COc3cncc(Cl)c3)on2)C1 (stereo unspecified)
7: COC(=O)[C@]1(C)N[C@H](CN(C)C(=O)NC(C)C)[C@@H]2C(=O)N(Cc3ccccc3)C(=O)[C@@H]21
8: Cc1ccc(Cc2cncc(O)c2)cc1S(=O)(=O)O
Assay by compound	1	2	3	4	5	6	7	8
PfHsp90 set2	12	19	-10	10	x	-4	6	1
MITF act	-3	-9	3	-8	-4	u	-3	9
NSD2 inh	4	-2	0	-2	8	-3	x	28
SR-BI DiI-HDL act	-1	-12	13	28	6	14	17	20
CAL PDZ FP-1	-4	9	-5	-4	-1	30	-1	-1
SR-BI HDL uptake	1	12	-12	-28	-6	-14	-17	-20
Rtt109 Vps75	2	1	4	-1	15	-4	3	-2
dFosB activator	-4	-3	-10	-20	1	-10	-2	-1
PvdQ inh	1	-18	3	8	4	-8	8	-5
CAL PDZ FP-2	-0.9	x	0.3	-1.8	-0.8	-0.3	0.8	-2.6

9: COc1cc(C(=O)NNC(=O)CCOc2ccccc2C)cc(OC)c1OC
10: Cc1ccc(CNC(=O)c2nnc(Cc3ccc(Cl)cc3)o2)cc1
11: COc1ccc(C(=O)Oc2c(OC)cc(C(=S)N3CCOCC3)cc2OC)cc1OC
12: COc1cc(S(=O)(=O)NCc2cccnc2)ccc1F
13: c1ccc(C2Nc3ccccc3C3OCCCC23)cc1 (stereo unspecified)
14: Cc1nn(-c2ccccc2)c(C)c1/C=C/C(=O)OCC(=O)Nc1ccc(C(N)=O)cc1
15: Cc1cnccc1CN(C)Cc1nc(Cc2ccccc2Cl)no1
16: CC(C)(C)c1cc(-c2nc(N)nc(N)n2)cc(C(C)(C)C)c1
Assay by compound	9	10	11	12	13	14	15	16
PfHsp90 set2	-1	-28	-16	30	21	x	1	26
MITF act	-6	-17	x	x	x	7	-12	1
NSD2 inh	0	-4	1	2	-2	-1	2	-1
SR-BI DiI-HDL act	24	9	-4	-17	-7	-22	-6	17
CAL PDZ FP-1	-1	-7	-9	-3	-2	-2	-4	1
SR-BI HDL uptake	-24	-9	4	17	7	22	6	-17
Rtt109 Vps75	2	-12	-2	-5	2	1	3	7
dFosB activator	1	-8	-8	-3	-2	-2	-8	-1
PvdQ inh	9	-16	2	3	-18	3	12	6
CAL PDZ FP-2	-1.3	-4.1	0.2	0.2	-1.8	-0.3	0.1	0.1

17: O=C(COc1cc(Cl)ccc1Cl)N1CCNC1=O
18: COc1ccccc1-n1ccnc(SCC(=O)NC2CCCC2)c1=O
19: CN(Cc1cnn(-c2ccc(F)cc2)c1)Cc1nc(Cc2ccccc2)no1
20: Cc1ccc(CN2CCN(Cc3cccc(-n4cccn4)c3)CC2CCO)cc1 (stereo unspecified)
21: CC1(C)CC(=O)C=C(NCc2ccc(C(=O)O)cc2)C1
22: Cc1nn(-c2ncc(C(F)(F)F)cc2Cl)c(=O)n1-c1ccc(F)cc1
23: COc1cccc2cc(C(=O)C3=C(O)C(=O)N(CCN4CCOCC4)C3c3cccc(Cl)c3)oc12 (stereo unspecified)
24: CCSC1=NCCN1S(=O)(=O)c1ccc2ccccc2c1
Assay by compound	17	18	19	20	21	22	23	24
PfHsp90 set2	1	x	1	1	20	-10	22	8
MITF act	7	-7	-4	-4	-5	8	-2	-12
NSD2 inh	-3	-2	-6	0	-1	x	7	-4
SR-BI DiI-HDL act	-7	-21	-2	1	x	-28	-17	-9
CAL PDZ FP-1	-5	-2	-3	-1	24	-2	-3	-3
SR-BI HDL uptake	7	21	2	-1	x	28	17	9
Rtt109 Vps75	-4	-3	-2	-1	29	8	32	-2
dFosB activator	-1	4	-8	-9	1	0	-9	-11
PvdQ inh	-13	5	-13	-11	16	-11	10	-10
CAL PDZ FP-2	-0.9	-1.6	-0.2	-0.6	-1.6	-7.8	-3.2	-1.3

25: C[C@@H]1ON(C)[C@H]2C[C@H]3c4cc(-c5cccc(F)c5)ccc4CCN3C(=O)[C@@H]12
26: COc1cccc2cc(C(=O)NCc3ccccc3Br)c(=O)oc12
27: CCN(CC)c1ccc(SS(=O)(=O)O)cc1
28: Cc1cccc(C)c1NC(=O)C1CCN(S(C)(=O)=O)CC1
29: C/C(=N\NC(=O)c1ccccc1[N+](=O)[O-])c1c(O)cc(C)oc1=O
30: Cc1ccc(Cn2nc(C)c(NC(=O)CSc3n[nH]c(C)c3[N+](=O)[O-])c2C)cc1
31: Cc1cccc(/C=N/NC(=O)c2ccc(Br)cc2)c1
32: Cc1cccc(C(C(N)=O)c2ncc(C(F)(F)F)cc2Cl)c1 (stereo unspecified)
Assay by compound	25	26	27	28	29	30	31	32
PfHsp90 set2	2	4	26&13	4	21	-8	4	3
MITF act	-7	7	2&-4	x	1	-6	62	-6
NSD2 inh	x	-3	49	22	-3	-2	9	-5
SR-BI DiI-HDL act	-12	13	23&27	10	9	-53	x	0
CAL PDZ FP-1	-3	-5	-1	-2	-3	-3	-2	-4
SR-BI HDL uptake	12	-13	-23&-27	-10	-9	53	x	0
Rtt109 Vps75	-37	4	1&-1	2	1	5	2	5
dFosB activator	-8	2	-8&4	-6	-3	30*	-1	3
PvdQ inh	-20	-5	-10&-18	-22	-24	-1	-11	4
CAL PDZ FP-2	-1.6	-1.4	-0.4&0.1	-3.7	0.3	0.4	-1.1	-0.7

33: CN(C(=O)C1CC1)C1CCS(=O)(=O)C1 (stereo unspecified)
34: COCCCNC(=S)Nc1ccc2c(c1)OCCO2
35: CCOC(=O)C1=C(C)NC(SC)=C(C#N)C1CC(C)C (stereo unspecified)
36: O=C(OCCN1C(=O)c2cccc3c(N4CCOCC4)ccc(c23)C1=O)c1ccc(Cl)cc1
37: COc1cc(C(=S)N2CCOCC2)ccc1OS(=O)(=O)c1ccccc1[N+](=O)[O-]
38: O=C(Nc1cccc(Cl)c1)NC1CC2CCC1C2 (stereo unspecified)
39: CCOC(=O)c1sc(NC(=O)C2CC(=O)N(c3ccccc3OC)C2)nc1C (stereo unspecified)
40: Cc1ccccc1Cn1ccc(NC(=O)c2cc3nc(-c4ccco4)cc(C(F)(F)F)n3n2)n1
Assay by compound	33	34	35	36	37	38	39	40
PfHsp90 set2	-6	-11	9	-6	9	-2	-7	-5
MITF act	-2	-2	x	-6	8	19	x	-9
NSD2 inh	0	-1	-9	-5	-2	-9	0	-3
SR-BI DiI-HDL act	2	-1	-31	-3	-16	-27	10	-38
CAL PDZ FP-1	-4	-1	-6	-2	-4	-6	5	-2
SR-BI HDL uptake	-2	1	31	3	16	27	-10	38
Rtt109 Vps75	-1	-5	0	-22	6	-7	-1	-2
dFosB activator	-3	3	-16	-3	-7	-4	-16	6
PvdQ inh	16	-12	-10	-12	-9	-22	-9	-17
CAL PDZ FP-2	-1.0	0.2	0.4	0.3	-3.8	x	-2.4	-0.1

One compound at a time, from the list above. Values in the order: PfHsp90 set2	MITF act	NSD2 inh	SR-BI DiI-HDL act	CAL PDZ FP-1	SR-BI HDL uptake	Rtt109 Vps75	dFosB activator	PvdQ inh	CAL PDZ FP-2
Cc1cccc(C(C(N)=O)c2ncc(C(F)(F)F)cc2Cl)c1 (stereo unspecified) is entered as 3	-6	-5	0	-4	0	5	3	4	-0.7
Cc1ccccc1Cn1ccc(NC(=O)c2cc3nc(-c4ccco4)cc(C(F)(F)F)n3n2)n1 is entered as -5	-9	-3	-38	-2	38	-2	6	-17	-0.1
Cc1nn(-c2ccccc2)c(C)c1/C=C/C(=O)OCC(=O)Nc1ccc(C(N)=O)cc1 is entered as x	7	-1	-22	-2	22	1	-2	3	-0.3
COc1ccccc1-n1ccnc(SCC(=O)NC2CCCC2)c1=O is entered as x	-7	-2	-21	-2	21	-3	4	5	-1.6
O=C(Nc1cccc(Cl)c1)NC1CC2CCC1C2 (stereo unspecified) is entered as -2	19	-9	-27	-6	27	-7	-4	-22	x

(next part)
41: CCS(=O)(=O)c1ccc(C=NNc2nc3ccccc3o2)cc1
42: COCC1CCCN(Cc2cn(-c3ccccc3)nc2-c2ccc3c(c2)OCO3)C1 (stereo unspecified)
43: CC(=O)NCCC(=O)Nc1nc(-c2c[nH]c3ccccc23)cs1
44: Cc1ccccc1NC(=O)Nc1c(C)n(C)n(-c2ccccc2)c1=O
45: O=c1[nH]c2cccnc2n1-c1ccc([N+](=O)[O-])cc1
46: Cc1cc(=O)oc2cc(NC(=O)CN3C(=O)NC(C)(c4ccccc4)C3=O)ccc12 (stereo unspecified)
47: COc1ccc(S(=O)(=O)N2CCOCC2)cc1NC(=O)c1ccc(-n2nc(C)cc2C)cc1
48: C=CCNC(=S)NNC(=O)c1ccc(C)c(Cl)c1
49: CCOCCCNC(=O)c1c(C)[nH]c(C(=O)OCC)c1C
Assay by compound	41	42	43	44	45	46	47	48	49
PfHsp90 set2	4	-6	29	2	5	x	-6	x	23
MITF act	104*	6	-7	-3	-2	20	-3	-7	0
NSD2 inh	0	3	9	-1	-4	1	x	0	-5
SR-BI DiI-HDL act	14	x	-22	24	22	11	-59	10	31
CAL PDZ FP-1	-6	-6	-1	x	-4	-2	-4	67*	x
SR-BI HDL uptake	-14	x	22	-24	-22	-11	59	-10	-31
Rtt109 Vps75	4	5	3	-1	-2	1	9	-6	1
dFosB activator	-6	-6	-5	0	-1	-14	-10	-2	0
PvdQ inh	-4	-5	-9	-13	-9	-13	5	-13	8
CAL PDZ FP-2	-0.6	-0.8	-1.5	-0.9	-2.2	-1.9	1.5	-0.6	-1.7
